TbREL1 inh: TbREL1 RNA ligase inhibitors, primary screen, biochemical, FRET fluorescence; RNA-editing ligase 1, mitochondrial (Trypanosoma brucei brucei), P86926; TbREL1 RNA ligation; inhibition, % at 9.66 µM; hit rate 0.49% among 89,000; AID 1117264, 2014;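 active means inhibition above the mean inhibition across all screened compounds plus 3 SD, cut at about 11% in these data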;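 further: 0% = plate median of test wells and 100% = NSC42067 control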
Target sequence (P86926 whole entry, looked up): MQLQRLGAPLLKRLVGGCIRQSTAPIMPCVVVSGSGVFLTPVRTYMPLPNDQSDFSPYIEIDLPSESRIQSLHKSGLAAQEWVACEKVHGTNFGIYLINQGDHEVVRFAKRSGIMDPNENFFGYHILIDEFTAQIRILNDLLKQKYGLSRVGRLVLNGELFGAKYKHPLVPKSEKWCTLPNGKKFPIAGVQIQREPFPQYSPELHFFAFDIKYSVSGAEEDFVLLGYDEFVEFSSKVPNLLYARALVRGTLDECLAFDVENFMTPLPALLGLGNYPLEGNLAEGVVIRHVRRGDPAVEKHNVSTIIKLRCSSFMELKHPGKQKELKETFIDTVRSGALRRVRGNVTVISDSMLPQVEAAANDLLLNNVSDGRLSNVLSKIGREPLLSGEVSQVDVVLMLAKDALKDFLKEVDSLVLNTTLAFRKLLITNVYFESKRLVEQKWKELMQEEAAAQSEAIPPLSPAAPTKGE
Active calls of the source: *. These rows are one share of the data; the hit share may differ from the screen's.

mol | TbREL1 inh
COc1ccccc1C(=O)NC(=O)COC(=O)/C(=C/c1ccccc1)NC(C)=O | -2
CN(CC(=O)Nc1ccc(Cl)c(C(F)(F)F)c1)C(=O)c1ccc2c(c1)NC(=O)CS2 | 0
O=C1C=C(c2cc3ccccc3s2)C[C@@H](c2ccc3c(c2)OCO3)C1 | 2
CCC1(CC)NC(=O)N(CC(=O)OC(C)C(=O)Nc2ccc(NC(C)=O)cc2)C1=O (configuration not stated) | 0
COC(=O)C1=C(C(=O)OC)C2(OC1c1ccc(Br)cc1)C(=O)c1ccccc1C2=O (configuration not stated) | 0
CCCC(NCC(O)COc1ccc(-c2ccccc2)cc1)c1ccccc1 (configuration not stated) | 1
CCOc1ccc(C2C(C(=O)O)c3ccccc3C(=O)N2CCN2CCOCC2)cc1 (configuration not stated) | 0
Cc1ccc(N(C(=O)Cc2c[nH]c3ccccc23)C(C(=O)NC2CCCCC2)c2ccco2)cc1 (configuration not stated) | 11*
COC(=O)c1c(NC(=O)CN2CCN(S(=O)(=O)c3ccccc3[N+](=O)[O-])CC2)sc2c1CCC(C)C2 (configuration not stated) | 1
OCC1(Cc2ccccc2F)CCCN(Cc2c(F)ccc(F)c2F)C1 (configuration not stated) | -1
Cc1nnc(SCC(=O)NCc2ccccc2)n1-c1ccccc1 | 0
CC(O)[C@H]1CN=C(N)N1CC1CCCCC1 (some centres not stated) | 3
CCOC(=O)C1=c2s/c(=C\c3cccnc3)c(=O)n2C(N)=C(C(=O)OC)C1c1cccnc1 (configuration not stated) | -2
CCN(CC)c1ccc(NC(=O)c2cncc(Br)c2)cc1 | -1
CC1(C)c2[nH]c3ccccc3c2C[C@@H]2C(=O)N(Cc3ccc(F)cc3)C(=O)N21 | -1
COc1ccc(-c2csc(NC(C)c3nc4cc(C(=O)NCCCO)ccc4n3Cc3ccc(C)cc3)n2)cc1 (configuration not stated) | -2
COc1ccc(-c2ccc3nnc(SCC(N)=O)n3n2)cc1 | 5
Cc1ccc(-c2n[nH]c(=S)nc2-c2ccc(C)cc2)cc1 | -6
COc1cccc(/C=N/N2CCN(C3c4ccccc4-c4ccccc43)CC2)c1O | -5
O=C(O)CCn1nnc(-c2cccs2)n1 | 3
COc1ccccc1N(C)S(=O)(=O)c1ccc(C(=O)Nc2nccs2)cc1 | 0
Cc1ccc(S(=O)(=O)N(C)C)cc1-n1c(SCC(=O)Nc2ccc(F)cc2Cl)nc2ccccc2c1=O | 0
O=C(c1ccco1)N1CCC(c2nc3ccccc3[nH]2)CC1 | 4
CN(C)S(=O)(=O)N(CC(=O)Nc1ccccc1)c1ccccc1 | -2
CCn1c(COc2ccccc2C)nnc1SCC(=O)N1CCN(c2ccccc2)CC1 | 0
O=C(CSc1nc2ccccc2nc1N1CCCCC1)N1CCN(S(=O)(=O)c2cc(Cl)ccc2Cl)CC1 | -2
NC(=O)C1CCN(C(=O)CN2CCc3ccccc32)CC1 | -3
S=C(c1cccs1)N1CCN(c2ccccc2)CC1 | -5
COc1cc2c(cc1OC)C(c1cccs1)N(C(=O)c1ccc(S(=O)(=O)N(C)C)cc1)CC2 (configuration not stated) | 1
Cc1ccc(NC(=O)C2CCCN(c3ncnc4c3nc3n4CCCCC3)C2)nc1 (configuration not stated) | 0
CN1CCc2ccccc2C1C1CCNCC1 (configuration not stated) | 0
COc1ccc(OC)c(NC=C2C(=O)OC(C)(C)OC2=O)c1 | -3
CC1C=CCC2C(=O)N(c3cccc(C(=O)N4CCN(c5ccc(F)cc5)CC4)c3)C(=O)C12 (configuration not stated) | -1
COC(=O)/C(C#N)=C/c1ccc(-c2ccc(S(N)(=O)=O)cc2)o1 | 0
N#C/C(=C\Nc1ccc2c(c1)OCCO2)c1nc2ccccc2[nH]1 | 1
CC1=CC(=C(C#N)c2nc3ccccc3s2)C=C(C)N1CC1CCCO1 (configuration not stated) | -5
Cc1ccc(S(=O)(=O)N2[C@@H](c3ccc4c(c3)OCO4)C(C(=O)O)=C[C@H]2CC2CCCC2)cc1 | -3
COCc1c(C(=O)NCCOc2ccc(Cl)cc2)oc2ccccc12 | 2
Cc1nn(CCCC(=O)N2CCN(c3ccc(F)cc3)CC2)c(C)c1[N+](=O)[O-] | -2
Cc1ccc(-c2nc3ccccc3c(C(=O)NCc3cccs3)c2C)cc1 | -2
O=S1(=O)CC(N2CCN(CCO)CC2)CN1Cc1cn(Cc2ccc(Cl)cc2)nn1 (configuration not stated) | -4
CCOC(=O)c1cnn(C)c1NC(=O)c1ccc([N+](=O)[O-])cc1 | 8
COc1ccc(CCN2CCC(CN3C(=S)NC[C@@H]3Cc3ccccc3)CC2)cc1OC | -4
Cc1cc(=O)oc2c(N)c(O)ccc12 | 1
c1cncc(-c2nc3ccccc3s2)c1 | 2
CN(C(=O)c1ccc(NC(=O)Cc2ccc(NC(=O)C3CCCN(S(=O)(=O)c4cccc([N+](=O)[O-])c4)C3)cc2)cc1)C1CCCC1 (configuration not stated) | 1
COc1cc(C2C3=C(CCCC3=O)Nc3c2c(C)nn3-c2cccc(C)c2)cc(OC)c1O (configuration not stated) | -3
CN1C(=O)/C(=C2\SC(N3CCCCCC3)=NC2=O)c2ccccc21 | 5
CCn1cnc2c1c(=O)n(CC(=O)NCC(F)(F)F)c(=O)n2Cc1ccccc1 | -1
COc1ccccc1N1CCN(C(=O)CN(C)S(=O)(=O)c2ccc(C)cc2)CC1 | -3

(list continues)
mol | TbREL1 inh
O=C(COC(=O)CN1C(=O)NC2(CCCC2)C1=O)Nc1ccc(C(F)(F)F)cc1[N+](=O)[O-] | 4
COc1ccccc1C(=O)COC(=O)c1cc(S(=O)(=O)N2CCCCC2)ccc1N1CCOCC1 | 3
CC(=O)c1ccc(-c2ccc(-c3cc(=O)oc4c(C(C)C)ccc(C)c34)cc2)cc1 | 6
CCN(CC)S(=O)(=O)c1ccc2oc(C(=O)N3CCCCCC3)c(C)c2c1 | -3
C#CCn1c(=NC(=O)c2cc(Cl)sc2Cl)sc2cc(S(N)(=O)=O)ccc21 | 5
Cc1nn(-c2ccccc2[N+](=O)[O-])c(=O)c2ccccc12 | -1
O=C(Nc1ccc(F)c(Cl)c1)C1Cc2c(-c3ccco3)ccnc2O1 (configuration not stated) | 6
O=C1NC(c2ccccc2)=C(c2nc3ccccc3s2)C(c2ccc(F)cc2)N1 (configuration not stated) | 0
O=C(N/N=C/c1ccccn1)c1ccc(Br)o1 | 8
CCC(C)(C)NC(=O)c1ccc2c(c1)N(CC(=O)NC1CCCC1)C(=O)C(C)(C)O2 | -3

In the list so far, these contain a furan ring, fused or not:
mol | TbREL1 inh
Cc1ccc(N(C(=O)Cc2c[nH]c3ccccc23)C(C(=O)NC2CCCCC2)c2ccco2)cc1 (configuration not stated) | 11*
O=C(c1ccco1)N1CCC(c2nc3ccccc3[nH]2)CC1 | 4
COC(=O)/C(C#N)=C/c1ccc(-c2ccc(S(N)(=O)=O)cc2)o1 | 0
COCc1c(C(=O)NCCOc2ccc(Cl)cc2)oc2ccccc12 | 2
CCN(CC)S(=O)(=O)c1ccc2oc(C(=O)N3CCCCCC3)c(C)c2c1 | -3
O=C(Nc1ccc(F)c(Cl)c1)C1Cc2c(-c3ccco3)ccnc2O1 (configuration not stated) | 6
O=C(N/N=C/c1ccccn1)c1ccc(Br)o1 | 8

Further structures:
mol | TbREL1 inh
CC(=NCc1ccccc1)C1=C(O)COC1=O | -2
N#Cc1c(NCCCO)nc(-c2ccccc2)c2c1CCCC2 | -1
C=CCn1c2ccccc2c(=O)c2cc(C#Cc3cc(OC)cc(OC)c3)ccc21 | 2
CCC(C)n1c(SCC(=O)NC2CCCC2)nc2ccccc2c1=O (configuration not stated) | 4
CC(=O)c1cc(-c2ccc(-c3cc(C(=O)O)c4ccccc4n3)cc2)c(=O)n2c1CCC2 | 2
CCCS(=O)(=O)N1CCCC(C(=O)NCCCN2CCN(c3ccc(F)cc3)CC2)C1 (configuration not stated) | 1
O=C(Cc1csc(N2CCOCC2)n1)N/N=C/c1ccc(F)cc1 | -2
CCN(CC)S(=O)(=O)c1ccc(NC(=O)c2cccnc2Cl)c(NC(=O)c2cccnc2Cl)c1 | -1
COc1ccc(-c2cc(-c3nnc4sc(-c5cccs5)nn34)[nH]n2)cc1 | 4
COc1ccccc1C(=O)N1CCN=C1SCc1cccnc1 | 1
COC(=O)CCCCCCCCCCN1CCCCC1 | 0
O=C(NCCS(=O)(=O)N1CCN(c2ccccc2)CC1)c1cccs1 | 1
O=C(O)c1ccc(NN=Cc2cc(=O)[nH]c(=O)[nH]2)cc1 | 0
COc1cccc(N2CCN(C(=O)COc3cc(=O)n(C)c4ccccc34)CC2)c1 | 5
N#Cc1nc(COc2ccc(Br)cc2)oc1N1CCCC1 | 1
CCOC(=O)C1CCN(C(=O)Cn2cc(C#N)c3ccccc32)CC1 | -1
O=c1c2ccccc2nnn1CSc1nnnn1-c1ccccc1 | -1
COc1ccc(CCN2CNc3c(c(=O)n(C)c(=O)n3C)C2)cc1OC | -3
CN1CCCCC(NC(=O)c2ccc(Cl)cc2Cl)C1=O (configuration not stated) | -3
CCOC(=O)C1CCCN(C(=O)c2cc3c(C)nc4ccccc4c3o2)C1 (configuration not stated) | -1
COc1ccc(NC(=O)COC(=O)CNC(=O)c2cc(OC)c(OC)c(OC)c2)cc1 | 0
CNC(=O)NC(=O)COC(=O)CCCOc1ccc(OC)cc1 | -3
c1ccc(-c2c(-c3ccccc3)n(Cc3ccco3)c3ncnc(NCCCn4ccnc4)c23)cc1 | -2
O=C(CCn1nnc2ccccc21)Nc1nnc(Cc2ccccc2)s1 | -2
Cc1ccc(N=C2C(=S)N(c3ccc(C)cc3)C(=N)N2/N=C/c2ccc(Cl)cc2)cc1 | 2
O=C1CCCN1C(=O)CSc1ccc2ccccc2n1 | 0
CCS(=O)(=O)c1ccc(O)c(NC(=O)c2cc(OC)c(OC)c(OC)c2)c1 | -1
CN(C)c1ccc(C2NCCS2)cc1 (configuration not stated) | 3
Clc1ccc(-c2cnc3n2CCCCC3)cc1 | -3
CC(=O)c1sc(-c2ccc(Cl)cc2)nc1C | -1

Some of these compounds in order of formula weight, largest number first:
mol | TbREL1 inh
c1ccc(-c2c(-c3ccccc3)n(Cc3ccco3)c3ncnc(NCCCn4ccnc4)c23)cc1 | -2
CNC(=O)NC(=O)COC(=O)CCCOc1ccc(OC)cc1 | -3
CC(=O)c1sc(-c2ccc(Cl)cc2)nc1C | -1

(more compounds)
mol | TbREL1 inh
O=C(c1ccccc1)c1ccc(OCC(O)CN2CCCCC2)cc1 (configuration not stated) | 1
CCC[C@H]1[C@@H](N(C)Cc2cccs2)CC[C@@]23CCCN2C(=O)CCC[C@@H]13 | -6
CCCN1CCN(C(=O)Cn2c(=O)oc3cc(S(=O)(=O)NCc4ccccc4)ccc32)CC1 | 2
CCOc1cccc(C(=O)NC(=S)Nc2ccc(Cl)cc2C(=O)O)c1 | -1
CC1(C)CC(=O)C2=C(C1)NC(=O)NC2c1ccc([N+](=O)[O-])cc1 (configuration not stated) | 0
O=C(c1ccccc1Cl)N1CCC(c2nc3c(nnn3Cc3ccco3)c(=O)[nH]2)CC1 | -3
COC[C@@H]1CCCN1c1ccc2c(c1)O[C@@H]1CCN(C1)S2(=O)=O | -1
COc1ccccc1-c1nnc(NC(=O)C2CCCN2S(=O)(=O)c2cccs2)o1 (configuration not stated) | 0
COc1ccc(C2c3ccccc3NC3C2C(=O)N(Cc2ccc(OC)cc2OC)[C@H]3Cc2ccccc2)cc1 (some centres not stated) | 9
CCN1C(=O)/C(=C/c2cccs2)N(C)C1=S | 0
O=C(COc1ccc(-c2nnco2)cc1)Nc1c(F)cccc1F | 2
Cc1ccnc(N/N=C/c2ccccc2)n1 | 2
CCOCCCNCc1ccc(OCc2ccccc2C)c(OC)c1 | 2
Cc1ccc2nc(NC(=O)CN(C)S(=O)(=O)c3ccc(Br)s3)sc2c1 | 2
O=C(COC(=O)/C=C/c1cccc(Br)c1)NC1CCCCC1 | 3
CCSc1ccccc1C(=O)NCc1ccc2c(c1)OCO2 | 3
Cc1ccc(NC(=O)CN2C(=O)NC(Cc3ccccc3)C2=O)c(Br)c1 (configuration not stated) | 5
CCC(=O)NC(C)c1cc(Cl)c2ccccc2c1O (configuration not stated) | -2
CSc1ncccc1C(=O)OCC(=O)c1cc2ccccc2o1 | -2
O=C(CCCn1cnc([N+](=O)[O-])n1)Nc1cccc(O)c1 | 2

Shown as a hit in TbREL1 inh, of those listed so far:
mol | TbREL1 inh
Cc1ccc(N(C(=O)Cc2c[nH]c3ccccc23)C(C(=O)NC2CCCCC2)c2ccco2)cc1 (configuration not stated) | 11*

Next part:
mol | TbREL1 inh
CCCS(=O)(=O)N1CCN(CC2CC3C=CC2C3)CC1 (configuration not stated) | 1
Cc1ccc(C2C(C#N)=C3N=C(N)c4ccccc4N3C3=C2C(=O)CCC3)cc1 (configuration not stated) | -4
CC(=O)c1cccc(NC(=O)Nc2ccc3c(c2)CCC3)c1 | 4
C=C(C)CSc1nnc(-c2cccc(Cl)c2)n1N | 2
COc1ccc(N(C(=O)CCl)C(C(=O)NCCc2ccccc2)c2cccs2)cc1 (configuration not stated) | 2
COc1ccc(/C=N/Nc2cc(=O)n(C)c(=O)n2C)cc1OC | 3
NC(=O)CSC1=Nc2ccccc2C2=NC(CCC(=O)NCc3ccc(F)cc3)C(=O)N12 (configuration not stated) | 1
CCCCN(C(=O)CSCC(=O)Nc1cccc(C)c1)c1c(N)n(CCCC)c(=O)[nH]c1=O | 2

Assay outcomes: PubChem, The Scripps Research Institute Molecular Screening Center
